Screening data from PubChem BioAssay.
RBX1-CUL1 inh – inhibitors of human ROC1-CUL1 ubiquitin ligase activity | P62877+Q13616 | in vitro K48 di-Ub FRET, acceptor:donor ratio, 45 min | inhibition, % at 10 µM | 0.6% of 140,000 active; in the data active = inhibition above about 25%
Target sequence (P62877 whole entry, looked up): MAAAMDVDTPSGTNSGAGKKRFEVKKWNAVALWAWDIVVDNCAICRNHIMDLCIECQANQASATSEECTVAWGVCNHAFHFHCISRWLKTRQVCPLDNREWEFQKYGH
Target sequence (Q13616 whole entry, looked up): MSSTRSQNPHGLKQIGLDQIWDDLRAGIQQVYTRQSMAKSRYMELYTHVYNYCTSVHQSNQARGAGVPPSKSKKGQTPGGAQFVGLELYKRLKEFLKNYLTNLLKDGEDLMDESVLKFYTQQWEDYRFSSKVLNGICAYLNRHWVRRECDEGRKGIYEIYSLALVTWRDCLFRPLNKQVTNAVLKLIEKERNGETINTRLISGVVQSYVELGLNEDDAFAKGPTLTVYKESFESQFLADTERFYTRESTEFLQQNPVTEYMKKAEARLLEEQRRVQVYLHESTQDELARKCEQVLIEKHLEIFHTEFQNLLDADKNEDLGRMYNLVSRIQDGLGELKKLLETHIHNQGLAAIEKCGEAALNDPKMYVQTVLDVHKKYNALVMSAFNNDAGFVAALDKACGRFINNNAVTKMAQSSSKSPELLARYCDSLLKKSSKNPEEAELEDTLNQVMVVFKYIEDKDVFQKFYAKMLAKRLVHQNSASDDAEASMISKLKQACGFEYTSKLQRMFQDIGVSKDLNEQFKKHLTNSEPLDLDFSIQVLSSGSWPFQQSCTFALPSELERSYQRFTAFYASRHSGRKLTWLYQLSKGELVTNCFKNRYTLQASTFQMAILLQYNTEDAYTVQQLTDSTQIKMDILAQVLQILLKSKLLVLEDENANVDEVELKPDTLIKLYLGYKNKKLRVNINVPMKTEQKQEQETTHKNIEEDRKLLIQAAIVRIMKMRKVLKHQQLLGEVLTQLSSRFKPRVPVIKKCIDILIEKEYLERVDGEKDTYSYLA
* hit, by the source's call; & = joins results of further samples. Only part of the results is shown, so the mix of outcomes need not match the whole.

SMILES | RBX1-CUL1 inh
Cc1cc(C)n(CCNC(=O)Nc2nnc(-c3ccco3)s2)n1 | 1
O=C1CSC2(C(=O)Nc3ccccc32)N1c1ccc(F)cc1 (configuration not stated) | 9
Clc1c2ccccc2nc2c1[nH]c1ccccc12 | 12
Cc1cccc(CNC(=O)CCn2c(=O)c3cccn3c3ccc(F)cc32)c1 | -7
Cc1cccc(C(O)(C(=O)N/N=C/c2cc3ccccc3nc2N2CCOCC2)c2cccc(C)c2)c1 | -1
CCOc1ccccc1NC(=O)c1ccc(CN2CCCCC2)cc1 | 2
CCc1nc2ccccc2n1CCCCOc1ccccc1C | 2
Cc1ncc(CN2CCN(Cc3ccsc3)C(CCO)C2)s1 (configuration not stated) | 8
COc1cccc(N2CCN(C(=O)COc3ccc4c(c3)CCC4)CC2)c1 | -5
Cc1ccccc1-c1nc(-c2ccc(Br)cc2)no1 | -2
COc1ccc2c(c1)NC(=O)C(c1c(C)cc(C)cc1C)C2=O (configuration not stated) | 3
CC1(C)CC(=O)N(Cc2ccccc2)C(=O)C1 | 6
CCOC(=O)c1ccc(NC(=O)Cn2c(=O)n(-c3ccc(C)cc3)c(=O)c3c2cnn3C)cc1 | -1
CCNC(=O)c1c(NC(=O)Cc2coc3cc(C)ccc23)sc2c1CCCC2 | 1
CN(C)c1ccnc(SCC(=O)NCc2ccccc2)c1C#N | -2
CC(Oc1cccc(NC(=O)c2cccs2)c1)C(=O)c1ccccc1 (configuration not stated) | -1
O=C(Cn1ncc(N2CCCC2)cc1=O)NCc1noc(C2CC2)n1 | -3
COc1cccc(OCc2cc(C(=O)NCc3cnn(C)c3C)n[nH]2)c1 | -15
Cc1ccc(C)c(NC(=O)CSc2nc(C)cc(C)n2)c1 | -4
Clc1ccccc1-c1nnc(COc2ccccc2)o1 | 2
Cc1nc2n(C)nc([S-])[n+]2c2ccccc12 | 4
O=C(CCS(=O)(=O)c1cc(Br)cc2c1N(C(=O)C1CC1)CC2)N1CCN(c2ccccc2)CC1 | -12
CCN1C(=O)c2cccc3c(S(=O)(=O)N(C)C)ccc1c23 | -12
CCC(=O)N1c2ccccc2CC1C(=O)NCc1cccc(OC)c1OC (configuration not stated) | -6
CCCOc1cccc(C(=O)NC(=S)Nc2ccccc2Cl)c1 | 12

15 entries from above, set out differently:
Structure,RBX1-CUL1 inh
COc1cccc(N2CCN(C(=O)COc3ccc4c(c3)CCC4)CC2)c1,-5
Cc1ccccc1-c1nc(-c2ccc(Br)cc2)no1,-2
COc1ccc2c(c1)NC(=O)C(c1c(C)cc(C)cc1C)C2=O (configuration not stated),3
CC1(C)CC(=O)N(Cc2ccccc2)C(=O)C1,6
CCOC(=O)c1ccc(NC(=O)Cn2c(=O)n(-c3ccc(C)cc3)c(=O)c3c2cnn3C)cc1,-1
CCNC(=O)c1c(NC(=O)Cc2coc3cc(C)ccc23)sc2c1CCCC2,1
CN(C)c1ccnc(SCC(=O)NCc2ccccc2)c1C#N,-2
CC(Oc1cccc(NC(=O)c2cccs2)c1)C(=O)c1ccccc1 (configuration not stated),-1
O=C(Cn1ncc(N2CCCC2)cc1=O)NCc1noc(C2CC2)n1,-3
COc1cccc(OCc2cc(C(=O)NCc3cnn(C)c3C)n[nH]2)c1,-15
Cc1ccc(C)c(NC(=O)CSc2nc(C)cc(C)n2)c1,-4
Clc1ccccc1-c1nnc(COc2ccccc2)o1,2
Cc1nc2n(C)nc([S-])[n+]2c2ccccc12,4
O=C(CCS(=O)(=O)c1cc(Br)cc2c1N(C(=O)C1CC1)CC2)N1CCN(c2ccccc2)CC1,-12
CCN1C(=O)c2cccc3c(S(=O)(=O)N(C)C)ccc1c23,-12

Returning to the listing; the 2 compounds before the break are reprinted first.
SMILES | RBX1-CUL1 inh
CCC(=O)N1c2ccccc2CC1C(=O)NCc1cccc(OC)c1OC (configuration not stated) | -6
CCCOc1cccc(C(=O)NC(=S)Nc2ccccc2Cl)c1 | 12
Cc1ccnc(-n2c(C)cc(C=Nc3ccc(N4CCOCC4)cc3)c2C)c1 | -1
Cc1cc(C)cc(NC(=O)CC#N)c1 | 8
CC1(C)C(=O)N(CC(=O)Nc2ccc(Cl)cc2)c2ccccc21 | -3
COc1ccc(N2CCN(C(=O)c3ccc(OC(C)C)cc3)CC2)cc1 | 0
COc1ccc(OC)c(NS(=O)(=O)c2cccc3cccnc23)c1 | 1
CCOc1nc(-c2ccc(C)cc2)ccc1-c1noc(-c2ccccc2F)n1 | -11
CC(=O)Nc1ccc(NC(=O)COc2c(C)cccc2C)cc1 | 4
COC(=O)C1C(C)=NC2=C(C(=O)CC(c3ccc(OC)cc3)C2)C1c1ccc2c(c1)OCO2 (configuration not stated) | 2
CC1CN(CC(=O)N2CCC(c3ccncc3)CC2)Cc2cc(Cl)ccc2O1 (configuration not stated) | -1
CSCCC(=O)NC1CC(C)(C)Cc2nc(N3CCC(O)CC3)ncc21 (configuration not stated) | 6
CCCN(CCC)C(=O)c1c2c(nc3ccccc13)C(=O)N(C1CCCCC1)C2 | -2
O=C(Cc1ccc(F)cc1)Nc1cccc(-c2nc3cccnc3s2)c1 | -1
CCN(CC)C(=O)CCSc1nnnn1-c1ccccc1 | -2
Cc1ccc(C)c(S(=O)(=O)c2cnc(SCC(=O)Nc3ccc(F)cc3F)[nH]c2=O)c1 | -13
COc1ccccc1Cn1c(=O)oc2ccc(C)cc21 | -3
CCOc1ccc(N2C(=O)C(C)SC2c2ccnc3ccccc23)cc1 (configuration not stated) | 0
Cc1ccc2[nH]c3c(c2c1)CCCC3NCc1ccc(Cl)cc1 (configuration not stated) | 7
CC1C(=NC(=O)CSc2nc3c4c(sc3c(=O)n2-c2ccccc2)CCCC4)C(=O)N(c2ccccc2)N1C (configuration not stated) | 4
O=C(c1cccs1)N1CCN(S(=O)(=O)c2cccs2)CC1 | 1
O=C(CSc1nc(-c2ccc(F)cc2)cc(C(F)(F)F)n1)Nc1c(Cl)cccc1Cl | 13
CCOC(=O)CN(C(=O)CSc1nnc(C)n1-c1ccccc1)c1ccccc1 | 4
Cc1nc2ccc(S(=O)(=O)CCC(=O)Nc3ccc(F)cc3C)cc2s1 | 8
Cc1cc(S(=O)(=O)NC(C)c2ccccc2)ccc1F (configuration not stated) | -4
CC(=O)c1nn(-c2ccc(OC(F)(F)F)cc2)nc1Nc1ccccc1 | 3
CC(=O)NC(Cc1ccccc1)c1ccc2c(c1)OCCCO2 (configuration not stated) | -5

(more compounds)
SMILES | RBX1-CUL1 inh
CCOC(=O)c1c(NC(=O)C2c3ccccc3Oc3ccccc32)sc2c1CCC(CC)C2 (configuration not stated) | 8&-1
Cc1ccc(S(=O)(=O)n2c([N+](=O)[O-])cnc2C)c(C)c1C | 2
CCOC(=O)C(=O)NCC(c1cccnc1)N1CCN(c2ccccc2)CC1 (configuration not stated) | -5
COc1ccc(OC)c2c1CCCC2 | 2
c1ccc(CCN=C2CCCc3c2[nH]c2ccccc32)cc1 | 4
CCC1OS(=O)(=O)C(C)C1=N (configuration not stated) | -7
Brc1ccsc1/C=C\c1sccc1Br | -2
O=C(c1cc(Cl)cc(Cl)c1)N1CCN(c2ccccc2)CC1 | 7
CCOc1ccc(Nc2c(S(=O)(=O)c3ccc(C)cc3)cnc3ccc(F)cc23)cc1 | 11
COc1ccc(NC(=O)N2CCN(S(=O)(=O)c3ccc4c(ccn4C)c3)CC2)c(OC)c1 | 2
COc1ccccc1N1CCN(S(=O)(=O)Cc2cccc(Cl)c2)CC1 | -1
COCCn1c(SCc2ccccc2F)nc2c([nH]c3ccccc32)c1=O | 1
NC(=S)c1cncc(N2CCC3(CC2)OCCO3)n1 | 7
CN=C1C=NN(c2ccccc2)C(=O)C1Cl (configuration not stated) | -10
Cc1cccc(N2CCN(c3cccc(C)c3)C2c2ccc(Cl)cc2Cl)c1 | 1
Cc1ccc(Cl)cc1Nc1nc2ccccc2c2nncn12 | -4
CCOC(=O)N1CCN(Cc2nc3cc(NC(=O)C(C)C)ccc3n2C(C)C)CC1 | -8
Nc1c(C(=O)Nc2cccc3ccccc23)sc2ncccc12 | -3
CCOC(=O)c1nn(-c2ccccc2C)c2nnc(C)c(=O)n12 | 11
CSc1sc(C#N)c(N)c1S(=O)(=O)c1ccccc1 | 4
CCc1ccccc1NC(=O)[C@@H]1C[C@@H]1c1ccccc1 | -7
C=CCn1c(=O)c2c(nc3n2CC(C(C)(C)C)=NN3CC)n(C)c1=O | -4
CC(=O)c1c(OC(C)C)cc(OC(C)C)c(I)c1OC(=O)c1ccc(OC(C)C)cc1 | -8
Cc1nc(N2CCCCCCC2)ncc1C(C)NC(=O)CN(C)C (configuration not stated) | -5
Cc1cccc(NS(=O)(=O)c2nnc(NC(=O)c3cccc(C)c3)s2)c1 | 2

(cont.)
SMILES | RBX1-CUL1 inh
Cc1cc(OCC(=O)Nc2ccccc2C(=O)Nc2ccccc2)c(C(C)C)cc1Br | -3
Cc1ccc2c(CNCc3cccc(Cl)c3)c(C(=O)O)n(Cc3ccc(F)cc3Cl)c2c1 | -14
O=S(=O)(Oc1ccc(OCc2ccccc2)cc1)c1ccc(Br)cc1 | -5
CCc1c(C)nc(N2CCN(Cc3ccc4c(c3)OCO4)CC2)[nH]c1=O | -9
Cc1cc(Cl)c2oc(C(=O)NCc3ccncc3)c(C)c2c1 | 5
CCCn1c(=O)c2c(nc3n2CC(C)=NN3CC(C)C)n(C)c1=O | 4
O=C(NC(=O)C(F)(F)F)Nc1ccccc1Cl | 11
COc1cc(NC(=O)c2nc(-c3ccncc3)no2)cc(OC)c1OC | -3
CCCN1C(=O)C(Cc2nc3ccccc3c(=O)n2-c2ccccc2)c2cc(C)ccc21 (configuration not stated) | -3
CCn1c(CNc2ccc(F)cc2)nnc1SCC(=O)OC1CCCCC1 | 6
CCN1CCN(Cc2cnc(S(=O)(=O)CC3CCCO3)n2CC(C)C)CC1 (configuration not stated) | 1
Cc1cc(C)nc(NS(=O)(=O)c2ccc(N=Cc3cc(Br)ccc3O)cc2)n1 | 4
CCOc1ccc2c(c1)C(N1CCN(C)CC1)Cc1ccc(F)cc1S2 (configuration not stated) | 1
CC(C)CCNC(=O)CCC(=O)N1Cc2ccccc2Oc2ncccc21 | 10
Cn1c(SCC(=O)Nc2ccccc2-c2ccccc2)nc2sc3c(c2c1=O)CCCC3 | -14
O=C1OCC2=C1C(c1cccc(Cl)c1)CC(=O)N2c1ccc(C(F)(F)F)cc1 (configuration not stated) | -7
CC1=NN(c2nc(-c3ccccc3)cs2)C(=O)C1N=Nc1cc(-c2ccccc2)[nH]n1 (configuration not stated) | 5
CCc1ccc(-c2nc(CS(=O)CC(=O)NCCc3ccc(Cl)cc3)c(C)o2)cc1 (configuration not stated) | 11
CCOc1ccc(NC(=O)CN(C)S(=O)(=O)c2ccc3c(c2)c(=O)n(C)c(=O)n3C)cc1 | -2
CCCSC1=NOC2=NC(c3ccc4ccccc4c3)Nc3ccccc3C2=N1 (configuration not stated) | -5
CC1=NN(c2ccccc2)C(=O)C1[N+](=O)[O-] (configuration not stated) | -11
COC(=O)c1ccc(CSc2nc3cc(Cl)ccc3o2)cc1 | -7
Cc1ccc([C@@H]2C[C@H]3CN(C)C(=O)[C@]34CCCN24)o1 | -6
COc1cccc(N2CCN(C(=O)Cn3cnc4onc(-c5ccc(F)cc5)c4c3=O)CC2)c1 | 1
Cc1ccc(C)c(NS(=O)(=O)N(C)C)c1 | 4

Going on with the list.
SMILES | RBX1-CUL1 inh
CCc1ccc(CN(C(=O)c2cc3ccccc3oc2=O)C2CCS(=O)(=O)C2)cc1 (configuration not stated) | 2
Cc1nn(C)c(C)c1CCC(=O)NCc1nc(-c2ccc(NC(=O)Cc3ccccc3)cc2)oc1C | 39*
COc1ccc([C@H]2[C@H](C(=O)c3ccccc3)N3C=Cc4ccccc4[C@H]3C2(C#N)C#N)cc1OC | -2
COc1cc(C2NC(=O)c3c(sc4c3CCN(C)C4)N2)cc(Br)c1OC(=O)c1ccc(C)cc1 (configuration not stated) | -2
COc1ccc(C2C(C(=O)Nc3ccc(C)cc3C)C(C)=Nc3nc4ccccc4n32)c(OC)c1 (configuration not stated) | 0
CN(C)S(=O)(=O)N1CCC(C(=O)NC2CCCCC2)CC1 | 10
CCOC(=O)CSc1c(-c2ccc(Cl)cc2)[nH]c2ccccc12 | 13
Cc1ccc(-c2csc3nc(-c4ccccc4C)oc(=O)c23)cc1 | -8
COCCNC(=O)c1ccc2c(c1)N(Cc1cccc(Cl)c1)C(=O)c1ccccc1S2(=O)=O | 4
O=C(Cn1cccn1)NC1CCCN(CC2CCCCC2)C1 (configuration not stated) | 3
O=C(CC1C(=O)C(=O)c2ccccc2C1=O)c1cccs1 (configuration not stated) | -8
Cc1cc(Cl)ccc1OCC(=O)Nc1cc(C(F)(F)F)ccc1N1CCOCC1 | 6
COc1ccc(Cl)cc1NCc1nnc2n1CCCCC2 | -10
COc1ccc(NC(=O)c2sc3nc(-c4ccccc4)cc(-c4ccccc4)c3c2N)cc1 | 4
Cc1ccc(C)c(NC(=O)C(Cc2ccc([N+](=O)[O-])cc2)N2C(=O)c3ccccc3C2=O)c1 (configuration not stated) | 3
CCOC(=O)c1ccc(NC(=O)CSc2nc3c([nH]c4ccccc43)c(=O)n2C)cc1 | -3
CC(=O)c1ccc(NC(=O)Cn2c(-n3nc(C)cc3C)nc(C)cc2=O)cc1 | -4
CCCn1ncc(-c2ccnc(N3CCCC(Cn4ccnc4C)C3)n2)c1C (configuration not stated) | 10
Cc1c(Cl)cccc1NC(=O)CN1C(=O)COc2ccc(S(=O)(=O)N3CCOCC3)cc21 | -14
CCc1cccc(C)c1NC(=O)c1nnn(-c2ccc(Cl)cc2)c1C | 12
Cc1ccccc1CN(c1ccc(C(=O)NCc2cccnc2)cc1)S(C)(=O)=O | 3
C=CCOc1ccccc1/C=N\O | -13
CCCCSc1nnc2c(n1)OC(c1ccc(-c3ccc(F)cc3)o1)N(C(C)=O)c1ccccc1-2 (configuration not stated) | 9
CCOc1cc(CNC(=O)Cn2ncn3c(cc4cc(F)ccc43)c2=O)cc(OCC)c1OCC | 6
O=C(c1ccc(OC2CCN(Cc3ncc[nH]3)CC2)cc1)N1CCCCC1 | -14
Cc1ccc(Cl)cc1NC(=O)c1cnc(N2CCCCC2)c2ccccc12 | 10
O=C(c1ccccc1)N(c1ccccc1)c1nc2ccccc2[nH]1 | 8
Cc1ccc(N2CC(C(=O)NCCS(=O)(=O)N3CCN(c4ccccc4)CC3)CC2=O)cc1C (configuration not stated) | -4
CC(=O)Nc1nonc1-c1nnc(SCc2ccccc2Cl)n1C | 1
Cc1ccc(OCCn2ncc(N3CCCN(C)CC3)cc2=O)c(C)c1 | 3
